# From PubChem BioAssay
# Coupling enz – counter-screen for Giardia aldolase inhibitors: coupling enzyme system | coupling enzyme system counterscreen, AmpLite Red fluorescence | 290,000 tested, 0.67% active | activity change, negative = inhibition, % at 58.2 µM, hits read low | AID 2472; in the data active = activity change below about -30%; also: % is scaled to controls: 0 for no effect and ±100 for the full control effect
#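 Fluorescence at 525 nm excitation and 598 nm emission measured inhibition of the coupled detection system without aldolase. Compounds (at 57.5 uM final) were preincubated 10 min at room temperature with coupling enzyme reagent before a 20 min substrate/AmpLite Red step.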
# Chronic BCR inh – chronic active BCR signaling inhibition | ABC-DLBCL IkBa-CBG/CBR reporter, luminescence ratio, 4 h | Potency, µM (titrated, usually from 46.1 µM), without a hit: top-dose ratio change, negative = lower green/red ratio, actives largely listed as inhibitors | 340,000 tested, 0.05% active | AID 493014; active = well fitted inhibition curve with a large enough effect in the signal ratio, with a control signal flat, not every such curve was filed as active; inconclusive = small, poorly fitted or top-dose-only effect, or effect the other way, or a change in a side signal; the % refers to the signal ratio;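 also: potency is read from the fitted curve at half-maximal effect; plate controls were basal doxycycline-induced cells for no effect and cells given 10 µM MG132 for full effect; MG132 reads +100%, hits lower the ratio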
#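 TMD8 ABC-DLBCL cells carrying doxycycline-inducible green luciferase fused to IkappaBalpha plus unfused red luciferase were exposed to compounds (up to 46 uM) for 4 hrs at 37C. Activity came from the overlap-corrected green/red luminescence ratio.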
# AT treatment – potential ataxia-telangiectasia treatments restoring KAP-1 phosphorylation | […] A-T fibroblasts, KAP-1 phosphorylation AlphaLISA; neocarzinostatin DNA damage 30 min before lysis | Potency, µM (titrated, usually from 57.5 µM), without a hit: at the highest dose activation, hits mostly activators | 320,000 tested, 0.19% active | AID 485349; also: potency is read from the fitted curve at half-maximal effect; % of control where 0% means no effect; nearly all actives have a fitted effect of over 45% in size
#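 hTERT-immortalized A-T patient fibroblasts ([…]), 500 cells/well in OPTI-MEM, 1% FBS, got compounds for 60 min, then NCS for 30 min at 37C. Lysates were then assayed for phospho-KAP-1 by AlphaLISA (anti-pKAP1 donor, anti-KAP1 acceptor beads), 6 hr at 25C.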
# TSHR antagonist – blocks TSH signaling through the human TSH receptor; TSHR-expressing cells, TSH-stimulated cAMP HTRF, 2 h; hits give low values; activity change, negative = inhibition, % at 11.5 µM; 330,000 tested, 0.2% active;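 active = activity change below a set negative limit, meaning inhibition stronger than a set level, cut at about -70% in these data; inconclusive = activity change between two set negative limits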; also: % is scaled to controls: 0 for no effect and ±100 for the full control effect
#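 TSHR-expressing cells were treated with compounds, then stimulated with TSH at EC80 (4nM final) for 2 hours at 37 deg C. Cellular cAMP was measured by HTRF competition between lysate cAMP and cAMP-d2 for a cryptate-labelled anti-cAMP antibody.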
# Tb PFK block – inhibitors of T. brucei phosphofructokinase; 330,000 tested, 0.17% active; AID 485367; Potency, µM (titrated, usually from 57.5 µM), for inactives: at the highest dose activity, negative = inhibition, usual class: inhibitors; T. brucei PFK, ADP-Glo luminescence;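 also: potency is read from the fitted curve at half-maximal effect; 0% = uninhibited 1x PFK enzyme wells and -100% = no-enzyme wells; nearly all actives have a fitted effect of over 60% in size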
#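 Compounds were pin-transferred as a titration series up to 57 uM into substrate buffer (0.5 mM F6P, 0.1 mM ATP, pH 8.0), then 1.25 nM PFK was added and reactions ran 45 min before ADP-Glo detection.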
# MLL CXXC-DNA inh – inhibitors of human MLL CXXC domain-DNA interaction. MLL-CXXC / FITC-HOXA9 DNA fluorescence polarization. Potency, µM (series often up to 115 µM), without a hit: at the top dose activity change, negative = inhibition, most hits filed as inhibitors. 290,000 tested, 0.037% active. AID 2662; active = well fitted inhibition curve with a large enough effect in the polarisation, with a control signal flat, not every such curve was filed as active; inconclusive = small, poorly fitted or top-dose-only effect, or effect the other way, or a change in a side signal; inactive = no such curve, though single readings can be large or run the other way; the % refers to the polarisation; also: potency is read from the fitted curve at half-maximal effect
#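 Steps: dispense CXXC domain solution (7 uM) → pin compounds or unlabeled HOX-A9 DNA control → 5 min ambient → add FLSN-HOX-A9 solution (50 nM) → spin → 30 min ambient → fluorescence polarization. Tris pH 7.5/NaCl/DTT/BSA buffer.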
# GALK inh – inhibitors of human galactokinase; 270,000 tested, 0.007% active; Potency, µM (doses to about 57.5 µM), for inactives: at the top dose activity change, negative = inhibition, hits mostly inhibitors; Purified GALK, Kinase-Glo residual ATP luminescence; AID 1868; also: potency is read from the fitted curve at half-maximal effect; % is scaled to controls: 0 for no effect and ±100 for the full control effect
#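 Luminescence from leftover ATP (Ultra-Glo luciferase/luciferin) served as read-out after a 1 h room-temperature reaction of 5 nM GALK with 35 uM ATP and 100 uM galactose.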
# Giardia killer – kills Giardia lamblia. activity change, % at 7.66 µM, hits read low. 340,000 tested, 0.15% active. Giardia lamblia trophozoite viability; in the data active = activity change below about -80%; inconclusive = between about -30% and that limit;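 also: parasites exposed to compound for two days anaerobically before the ATP read; % is scaled to controls: 0 for no effect and ±100 for the full control effect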
#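 Trophozoite viability was measured as ATP-dependent luminescence, read 15-30 min after reagent addition. Before that, parasites at 100 cells/well were exposed to compounds for 48 h, anaerobically, at 37 deg C.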
# KCNH2 WT inh – KCNH2 (human, wildtype) channel inhibition; U2OS, BacMam KCNH2, thallium flux FluxOr; hits give low values; activity change, % at 1.84 µM; 340,000 tested, 0.37% active; AID 720551;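 active = maximum activity change below -70%; inconclusive = maximum activity change between -70% and -50%; inactive = maximum activity change above -50%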; also: % is scaled to controls: 0 for no effect and ±100 for the full control effect
# Target sequence (Q12809 whole entry, looked up): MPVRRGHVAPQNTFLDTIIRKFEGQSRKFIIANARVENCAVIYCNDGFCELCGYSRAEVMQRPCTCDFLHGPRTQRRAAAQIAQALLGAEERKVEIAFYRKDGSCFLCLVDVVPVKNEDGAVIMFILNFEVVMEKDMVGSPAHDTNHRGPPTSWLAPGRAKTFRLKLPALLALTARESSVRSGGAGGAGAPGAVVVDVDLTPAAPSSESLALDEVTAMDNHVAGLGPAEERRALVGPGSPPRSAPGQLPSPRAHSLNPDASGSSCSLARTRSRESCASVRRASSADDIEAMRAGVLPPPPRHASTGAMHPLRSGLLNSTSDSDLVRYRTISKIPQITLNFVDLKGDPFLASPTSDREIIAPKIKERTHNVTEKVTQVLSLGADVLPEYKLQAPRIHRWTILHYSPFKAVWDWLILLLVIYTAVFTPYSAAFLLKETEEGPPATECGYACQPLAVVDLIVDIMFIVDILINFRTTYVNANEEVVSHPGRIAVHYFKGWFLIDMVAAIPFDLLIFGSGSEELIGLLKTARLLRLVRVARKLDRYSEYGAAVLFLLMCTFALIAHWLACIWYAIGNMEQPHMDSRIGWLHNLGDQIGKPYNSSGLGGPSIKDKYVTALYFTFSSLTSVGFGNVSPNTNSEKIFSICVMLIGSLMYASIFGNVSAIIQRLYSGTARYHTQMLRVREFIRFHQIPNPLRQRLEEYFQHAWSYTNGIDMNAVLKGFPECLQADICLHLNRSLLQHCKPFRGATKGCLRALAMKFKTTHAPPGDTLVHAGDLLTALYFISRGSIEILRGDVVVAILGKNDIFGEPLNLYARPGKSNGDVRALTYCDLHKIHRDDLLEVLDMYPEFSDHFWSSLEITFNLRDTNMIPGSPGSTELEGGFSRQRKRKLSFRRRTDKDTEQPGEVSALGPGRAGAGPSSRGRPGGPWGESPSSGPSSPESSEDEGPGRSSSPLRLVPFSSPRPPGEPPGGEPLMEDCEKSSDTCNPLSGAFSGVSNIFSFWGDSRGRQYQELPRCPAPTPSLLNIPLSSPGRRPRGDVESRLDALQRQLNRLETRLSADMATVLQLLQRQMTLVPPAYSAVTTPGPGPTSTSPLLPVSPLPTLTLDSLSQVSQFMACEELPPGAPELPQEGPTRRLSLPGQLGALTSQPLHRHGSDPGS
#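 U2OS cells were transduced with wild-type KCNH2 virus (2.03 x 10^8 / mL) for 4 h at room temperature, then cultured overnight at 37 C. Thallium flux was read with FluxOr dye. Rate constants were normalized to DMSO controls.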
# TCR activator – activators of T cell receptors; primary human leukocytes, anti-CD3, IL-2 HTRF, 48 h; Potency, µM (doses to about 9.22 µM), inactives show top-dose activation of IL-2 secretion, hits mostly activators; 330,000 tested, under 10 active; also: % of control where 0% means no effect
#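 HTRF read-out of IL-2 secretion: europium cryptate donor excited at 320nm, d2 acceptor emission at 665nm. Cells were primary human leukocytes incubated 48 hr with compounds and a-CD3 beads, supplying TCR signal only.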
# Active calls of the source: *; i = inactive; ? = inconclusive; / = not tested or not shown; [ ] = another dose, or the depositor's remark. Unless noted, calls follow the shape of the dose curve; as a rule, active = well fitted curve in the direction sought with a large enough effect; inconclusive = small, poorly fitted or top-dose-only effect, or another doubt; inactive = no such curve, though single readings can be large; an effect the other way counts as inactive or inconclusive. Random draw from the library, and some 1.6% of all compounds hit somewhere here.
SMILES,Coupling enz,Chronic BCR inh,AT treatment,TSHR antagonist,Tb PFK block,MLL CXXC-DNA inh,GALK inh,Giardia killer,KCNH2 WT inh,TCR activator
O=C(NCCCN1CCCCCC1)C1CC(=O)N(CCc2ccccc2)C1 (configuration not stated),-2,?,6%,7,12%,-6%,3%,8,6,-7%
CCOC(=O)c1sc(NC(=O)CSc2n[nH]c(CC(C)C)n2)nc1C,2,?,4%,-3,-4%,4%,3%,-14,0,-4%[46.1 µM]
COC(=O)c1ccc(C(NC(=O)c2cccnc2)NC(=O)c2cccnc2)cc1,1,-1%,4%,-2,3%,-4%,12%,-4,i,3%
CC(C)(C)c1ccc(-n2ncc3c2CCCC3NC(=O)CCCn2cncn2)cc1 (configuration not stated),0,-10%,-6%,-14,-1%,3%,/,27,-7,10%
Cc1ccc(C)c(S(=O)(=O)N2CCN(C(=O)C(C)Sc3ccccc3)CC2)c1 (configuration not stated),/,-1%,1%,5,0%,10%,-2%,8,0,3%
CN(C(=O)CSc1nnc(-c2ccc(F)cc2)n1C)C1CCS(=O)(=O)C1 (configuration not stated),/,1%,-22%,/,7%,/,/,-4,-13,5%
CN(CC(=O)Nc1ccc(F)cc1)C(=O)COC(=O)c1ccc(-c2ccccc2)cc1,/,-1%,18%,0,15%,/,/,-10,0,-4%
CN(C)c1nc(OCCNC(=O)Nc2ccccc2)nc(N2CCOCC2)n1,0,?,0%,-3,2%,6%,0%,9,19,4%
CN1CCN(C(=O)c2ccc(S(=O)(=O)Nc3ccccc3)cc2)CC1,/,5%,2%,5,2%,/,/,-11,-8,-7%
COc1ccc(C(CNC(=O)c2oc3cc(C)c(C)cc3c2C)N2CCCCC2)cc1 (configuration not stated),1,10%,0%,7,0%,9%,5%,?,-3,-6%
Cc1ccc(Nc2ccc3nonc3c2[N+](=O)[O-])cc1,0,5%,0%,5,-3%,1%,0%,10,-17,0%
NC(=O)c1ccsc1NC(=O)COC(=O)CCCOc1ccccc1,/,?,-2%,-28,12%,/,/,-26,9,0%

# An excerpt from above in order of the GALK inh value, smallest number first:
smiles | Chronic BCR inh | TSHR antagonist | Tb PFK block | MLL CXXC-DNA inh | GALK inh | TCR activator
Cc1ccc(C)c(S(=O)(=O)N2CCN(C(=O)C(C)Sc3ccccc3)CC2)c1 (configuration not stated) | -1% | 5 | 0% | 10% | -2% | 3%
CN(C)c1nc(OCCNC(=O)Nc2ccccc2)nc(N2CCOCC2)n1 | ? | -3 | 2% | 6% | 0% | 4%
COC(=O)c1ccc(C(NC(=O)c2cccnc2)NC(=O)c2cccnc2)cc1 | -1% | -2 | 3% | -4% | 12% | 3%

# Next part:
SMILES,Coupling enz,Chronic BCR inh,AT treatment,TSHR antagonist,Tb PFK block,MLL CXXC-DNA inh,GALK inh,Giardia killer,KCNH2 WT inh,TCR activator
CCNC(=S)NNC(=O)c1ccc(=O)n(Cc2ccccc2)c1,-5,4%,5%,24,-4%,-1%,0%,1,-1,3%
CCCOc1ccc(N2CC(C(=O)Nc3ccccc3F)CC2=O)cc1 (configuration not stated),0,-2%,12%,-4,1%,-7%,4%,8,17,-3%
N#C/C(=C/c1ccc(N2CCCCC2)o1)c1cccc(F)c1,-29,?,35%,-2,-10%,2%,2%,-17,-17,1%
CCOc1ccccc1-n1c(SCC(=O)NCc2ccco2)nnc1-c1ccncc1,0,?,-4%,-2,-22%,1%,0%,-12,-6,3%
O=C(Nc1nccs1)c1cc(S(=O)(=O)N2CCOCC2)c(Cl)cc1Cl,-2,?,-9%,-20,5%,-17%,0%,-2,-4,-1%
c1ccc(CNc2nc(NCc3ccccc3)c3ccccc3n2)cc1,-1,?,-1%,-17,8%,?,/,22,18,0%
O=C(CN1C(=O)c2ccccc2C1=O)NCC1COc2ccccc2O1 (configuration not stated),0,7%,14%,0,-5%,0%,-2%,0,-4,4%
COc1ccccc1CNC(=O)Cc1csc(NC(=O)Nc2ccccc2OC)n1,/,?,0%,-24,-1%,/,/,23,-5,0%
CCn1c(SCC(=O)Nc2ccc(NC(C)=O)cc2)nnc1C1CC1,3,?,3%,5,3%,4%,6%,-8,7,-4%
CCc1noc(C)c1C(=O)NNC(=O)c1nn(C)c(=O)c2ccccc12,/,6%,-5%,10,-7%,/,/,15,3,0%
O=C(c1cc(-c2ccc(Cl)cc2Cl)on1)N1CCN(C(=O)c2ccco2)CC1,/,-4%,2%,2,-4%,1%,3%,4,-7,-24%
C(=Nc1cccc2c(N=Cc3ccco3)cccc12)c1ccco1,-15,0%,-3%,-19,1%,-26%,1%,0,-5,-42%
Cc1ccc(NCc2nnc(SCC(=O)Nc3ncc(C)s3)n2Cc2ccco2)c(C)c1,0,4%,5%,-4,2%,2%,7%,-13,6,2%
CC(NC(=O)C12CC3(C)CC(C)(CC(C)(C3)C1)C2)C(=O)O (configuration not stated),4,0%,-1%,7,0%,0%,-3%,-1,-10,6%
O=C(COC(=O)C1CCN(S(=O)(=O)c2ccccc2)CC1)NCCc1ccccc1,/,5%,1%,-15,-3%,/,/,-8,-8,-7%
CCn1c(-c2ccc(C(C)(C)C)cc2)n[nH]c1=S,0,-7%,-4%,-13,0%,4%,1%,-20,-4,1%
O=C(Nc1ccc(F)cc1Cl)c1ccc2c(=O)n3c(nc2c1)CCCCC3,3,0%,5%,-6,?,-28%,-3%,-1,10,5%
COc1ccc(N2C(=O)N3[C@H](c4ccc(Cl)cc4)[C@@H]4C(=O)N(C5CCCCC5)C(=O)[C@@H]4[C@]3(C)C2=O)cc1,-7,?,-4%,-5,0%,-8%,/,5,-4,-3%
COc1ccc(CNC(=O)c2ccc(Cn3cc(Cl)cn3)o2)cc1,-1,-16%,-1%,8,11%,1%,3%,-15,4,1%
NC(=O)c1cc(S(=O)(=O)N2CCN(c3cccc(Cl)c3)CC2)cs1,-3,6%,-10%,11,?,11%,7%,1,3,2%
CNc1ccccc1C(C)(C)c1cc(-c2ccco2)n[nH]1,-16,1%,-5%,3,-1%,-2%,5%,3,-5,7%
O=C(Nc1ccc(OC(F)(F)F)cc1)c1cccc(-n2cnnn2)c1,/,?,5%,-8,-2%,/,/,4,-2,0%
CN(C(=O)c1ccccc1C(=O)OCC(=O)NCc1cccs1)C1CCCCC1,5,7%,3%,4,1%,-4%,-3%,5,-6,1%
CCC(C(=O)N/N=C(\C)c1cccnc1)c1ccccc1 (configuration not stated),/,-13%,11%,7,-1%,-5%,3%,16,-14,-2%

# Filtered by structure: those above with an NH in an aromatic ring
SMILES,Coupling enz,Chronic BCR inh,AT treatment,TSHR antagonist,Tb PFK block,MLL CXXC-DNA inh,GALK inh,Giardia killer,KCNH2 WT inh,TCR activator
CCOC(=O)c1sc(NC(=O)CSc2n[nH]c(CC(C)C)n2)nc1C,2,?,4%,-3,-4%,4%,3%,-14,0,-4%[46.1 µM]
CCn1c(-c2ccc(C(C)(C)C)cc2)n[nH]c1=S,0,-7%,-4%,-13,0%,4%,1%,-20,-4,1%
CNc1ccccc1C(C)(C)c1cc(-c2ccco2)n[nH]1,-16,1%,-5%,3,-1%,-2%,5%,3,-5,7%

# (continued)
SMILES,Coupling enz,Chronic BCR inh,AT treatment,TSHR antagonist,Tb PFK block,MLL CXXC-DNA inh,GALK inh,Giardia killer,KCNH2 WT inh,TCR activator
COc1ccccc1NC(=O)C1CCCN(C(=O)NCc2ccccc2)C1 (configuration not stated),4,9%,0%,12,0%,7%,4%,-2,-5,-5%
COc1ccc(S(=O)(=O)N2CCCOC2CNC(=O)C(=O)NCCc2ccco2)cc1C (configuration not stated),/,-19%,5%,-8,2%,4%,-4%,9,8,-4%
COc1ccc(C2(C(=O)Nc3ccc(C(=O)N4CCOCC4)cc3)CCOCC2)cc1,2,-4%,3%,-13,0%,1%,7%,11,2,-1%
CCCCNC(=O)C1CC(c2ccc(C(F)(F)F)cc2)=NO1 (configuration not stated),4,7%,-29%,-9,1%,-2%,-1%,3,-1,-5%
CC(=O)Nc1ccc(S(=O)(=O)N2C(=O)c3cccc4cccc2c34)cc1,5,1%,-13%,0,-10%,4%,-2%,/,/,/

# Single entries from above.
# CC(=O)Nc1ccc(S(=O)(=O)N2C(=O)c3cccc4cccc2c34)cc1 – Coupling enz = 5
# COc1ccccc1NC(=O)C1CCCN(C(=O)NCc2ccccc2)C1 (configuration not stated) – Coupling enz = 4
# COc1ccc(C2(C(=O)Nc3ccc(C(=O)N4CCOCC4)cc3)CCOCC2)cc1 – Coupling enz = 2
# COc1ccc(S(=O)(=O)N2CCCOC2CNC(=O)C(=O)NCCc2ccco2)cc1C (configuration not stated) – AT treatment = 5%
